EBV gp42 block: EBV gp42 inhibition | hit rate 0.42% among 220,000 | Q1HVG2 | AID 1085 | Fluorescence polarization binding assay, mP read-out | inhibition, % (tested at 21.74 µM); in the data active = inhibition above about 50%
Target sequence (Q1HVG2 whole entry, looked up): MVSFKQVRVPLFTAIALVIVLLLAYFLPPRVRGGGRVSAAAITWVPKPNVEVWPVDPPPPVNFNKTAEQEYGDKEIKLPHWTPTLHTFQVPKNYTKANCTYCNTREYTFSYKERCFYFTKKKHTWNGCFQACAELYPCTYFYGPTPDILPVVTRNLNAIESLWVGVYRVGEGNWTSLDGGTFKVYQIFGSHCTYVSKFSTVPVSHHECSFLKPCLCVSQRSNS
Runt-SMMHC FRET: inhibitors of human RUNX1 Runt domain binding to CBFb-SMMHC; Q01196+Q13951; Cerulean-Runt/Venus-CBFb-SMMHC FRET ratio 530/480, 1 h; inhibition, % at 20 µM; hit rate 0.74% among 220,000; AID 1434;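 active = mean inhibition across duplicate retests at 20 µM reaching about 50%, limit read from the data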;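 also: 0% = DMSO wells and 100% = wells with excess untagged CBFb-SMMHC; inhibitors lower the FRET ratio by blocking Runt binding to CBFb-SMMHC; some results filed as inactive read as strong as hits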
Target sequence (Q01196 whole entry, looked up, the tested form may be a part): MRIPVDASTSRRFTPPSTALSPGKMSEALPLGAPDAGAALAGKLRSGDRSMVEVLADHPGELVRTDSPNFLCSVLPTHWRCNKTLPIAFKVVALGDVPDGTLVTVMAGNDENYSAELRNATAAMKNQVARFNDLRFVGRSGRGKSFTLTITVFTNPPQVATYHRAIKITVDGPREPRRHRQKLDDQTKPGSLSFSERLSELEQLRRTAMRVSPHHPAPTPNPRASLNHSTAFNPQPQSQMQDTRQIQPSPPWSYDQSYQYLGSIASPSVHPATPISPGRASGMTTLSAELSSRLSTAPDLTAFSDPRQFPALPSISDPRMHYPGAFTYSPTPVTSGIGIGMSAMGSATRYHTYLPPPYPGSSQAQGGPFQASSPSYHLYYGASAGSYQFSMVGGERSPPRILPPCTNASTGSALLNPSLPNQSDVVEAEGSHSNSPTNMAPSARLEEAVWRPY
Target sequence (Q13951 whole entry, looked up, the tested form may be a part): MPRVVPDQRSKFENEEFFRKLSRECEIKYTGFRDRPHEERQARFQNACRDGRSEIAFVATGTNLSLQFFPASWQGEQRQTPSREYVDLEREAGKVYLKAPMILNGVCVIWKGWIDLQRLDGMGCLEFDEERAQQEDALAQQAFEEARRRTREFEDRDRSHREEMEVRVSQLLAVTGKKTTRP
TRPML3 ag: activates the human TRPML3 channel; hit rate 0.29% among 220,000; activation, % at 3 µM; Q8TDD5; HEK293 TRPML3-YFP, Fluo-8 calcium fluorescence; 100% = the carbachol control signal; AID 1448;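 active = activation above its plate's cutoff, the mean activation of the plate's test wells plus 3 SD, cut at about 12% in these data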;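 also: 0% = DMSO only wells and 100% = carbachol wells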
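system = HEK293 cells stably carrying human TRPML3-YFP | doses = one concentration, 3 µM nominal, 0.3% DMSO | timing = dye loading 1 h 37 °C then 30 min ambient, 125 s read | detection = Fluo-8 calcium dye fluorescence, ex 470-495, em 515-575 nm | benchmarks = high control carbachol 87 µM, low control DMSO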
TNF death inh: blocks TNF-alpha induced death of Jurkat FADD-/- cells; Jurkat FADD-/- TNF necroptosis rescue, ATP luminescence, 24 h; 0 = TNF only, 100 = no-TNF cells; activation (protection from cell death), % at 10 µM; hit rate 0.068% among 220,000;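 active = activation, meaning protection from cell death, of at least 50% relative to plate controls; inactive = activation below 50%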;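 also: necroptosis triggered by 40 ng/mL TNF-alpha added together with compound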
TRPN1 ag: zebrafish TRPN1 (NompC) channel agonism; HEK293 zebrafish TRPN1-YFP, Fluo-8 calcium fluorescence; 100% = response to 87 µM carbachol; activation, % at 3 µM; hit rate 0.18% among 220,000; AID 1424;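 active = activation above its plate's cutoff, the mean activation of test wells on that plate plus 3 SD, cut at about 19% in these data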;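 also: 0% = DMSO alone and 100% = 87 µM carbachol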
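System: zebrafish TRPN1-YFP in HEK293 cells / Dosing: 3 µM single point / Timing: dye loading 1 h at 37 °C, then 30 min room temperature / Signal: Fluo-8 calcium fluorescence, excitation 470-495 nm, emission 515-575 nm / Read-out basis: percent activation from peak over basal fluorescence ratio, control-normalized / Control set: high carbachol 87 µM, low DMSO alone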
PPC-1+TRAIL kill: kills PPC-1 cancer cells in the presence of TRAIL | PPC-1 cells + TRAIL, ATPLite viability luminescence | AID 1443 | hit rate 0.41% among 220,000 | cell killing (% activity), % at 4 µM;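 active = cell killing above 50% in the first pass at 4 µM, then a duplicate retest at 5 µM averaging 50% or more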;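 also: plate controls were cells with TRAIL plus DMSO for no effect and medium-only wells lacking cells for full effect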
NCF1 inh: blocks human p47phox regulatory protein of NADPH oxidases. P14598. p47phox/p22phox peptide binding, fluorescence polarization, 2 h. inhibition, % at 24.7 µM. hit rate 0.53% among 220,000. AID 1274;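 active = inhibition above about 30%, limit read from the data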;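 also: 0% = p47phox with labelled peptide and 100% = labelled peptide alone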
Mdm2 ligase inh: blocks human Mdm2 ubiquitin ligase activity. cell-based MDM2 ubiquitination luciferase reporter, 2 h; 0 = plate control, 100 = twice control, blank-subtracted. signal enhancement, % at 5 µM. hit rate 0.11% among 210,000;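 active = signal enhancement of 30% or more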;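 also: luminescence tracks abundance of the self-degrading MDM2-luciferase fusion protein; higher signal means inhibition of MDM2 E3 ligase activity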
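test system = mammalian cells stably expressing self-ubiquitinating, self-degrading MDM2 E3–luciferase fusion | quantity = 2000 cells/well | incubation = cell settling 4 h, compound treatment 2 h, both 37 °C | signal = luminescence with SteadyLite reagent, 15 min at room temperature | evaluation = % enhancement relative to plate controls after blank subtraction | benchmarks = plate controls and plate blanks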
CHOP inh: inhibitors of CHOP induction in ER stress response; CHO-K1 CHOP-promoter luciferase, tunicamycin-induced, 15-18 h; inhibition, % at 10 µM; hit rate 3.8% among 220,000; AID 2732;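 active = compounds that reduced the stress-induced luciferase reporter signal by more than about 70% of percent inhibition, limit read from the data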;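 also: 0% = tunicamycin plus vehicle and 100% = wells without tunicamycin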
An asterisk follows results filed as active; · = not tested or not shown; [ ] = another dose, or the depositor's remark.

SMILES	EBV gp42 block	Runt-SMMHC FRET	TRPML3 ag	TNF death inh	TRPN1 ag	PPC-1+TRAIL kill	NCF1 inh	Mdm2 ligase inh	CHOP inh
CC1CCN(C(=S)c2cn(Cc3ccccc3F)c3ccccc23)CC1	-6	-4	-1.0	-3.5	-0.6	8	-8	-4	49
OC(CNCCc1ccc(C(F)(F)F)cc1)COc1ccc2ccccc2c1 (centres undefined)	3	2	0.9	1.2	-0.6	2	-10	-1	108*
CCOC(=O)c1ccc(NC(=O)C(=O)NCCc2ccc(OC)cc2)cc1	-4	1	0.2	0.4	0.5	10	-19	4	25
COc1ccc(-c2csc3ncn(-c4ccccc4)c(=O)c23)cc1OC	-12	1	0.3	-3.1	0.1	-7	4	10	28
COC(=O)C1CCN(CC(N)=O)CC1	-10	3	0.8	1.8	-1.3	17	-10	-5	20
Cc1cc(C)cc(N(C(=O)Cc2cccs2)C(C(=O)NC2CCCC2)c2ccc(C)o2)c1 (centres undefined)	0	-2	-0.5	-3.7	-0.5	22	-5	-13	64
CS(=O)(=O)Oc1ccc2c(c1)O/C(=C\c1cccnc1)C2=O	-8	-8	1.2	4.9	0.7	-2	-6	-7	-12
CCOC(=O)C1CCCN(Cc2c(C(=O)N3CCOCC3)nc3ccccn23)C1 (centres undefined)	-11	0	0.9	1.0	0.5	-12	-1	-22	6
O=C(CCN1C(=O)C2CCCCC2C1=O)Nc1nc(-c2ccc(F)c(F)c2)cs1 (centres undefined)	-16	-1	3.6	2.3	4.7	-9	-17	-16	5
O=C(O)c1cc(-c2ccc(/C=N/Nc3ccc(Cl)cc3)o2)ccc1Cl	3	82*	-0.9	-0.7	-1.5	4	-33	5	16
O=C(/C=C/c1ccccc1)N/C(=C/c1ccccc1)C(=O)Nc1cccc(C(=O)O)c1	1	-7	0.4	0.7	-0.9	6	-4	0	20
O=C(CCN1C(=O)c2ccccc2C1=O)Nc1ccccn1	-5	-6	-0.5	0.6	1.3	25	-5	-3	10
COC(=O)c1cc2ccccc2oc1=O	-11	0	0.8	1.5	0.0	6	-2	-6	11
COC(=O)C1C2C=CC3(CN(c4ccc(Cl)c(F)c4)C(=O)C13)O2 (centres undefined)	-5	-4	0.1	2.0	1.6	-4	-9	-29	0
CCC/C=C(\CCC)C(NC(=O)OCC(C)C)c1ccc(C(=O)OC)cc1 (centres undefined)	4	-7	-0.5	-1.1	-0.6	4	-3	·	67
CCOC(=O)CSc1nc(C)c(C(=O)OCC)s1	-22	-7	-0.3	-1.7	2.0	29	-11	-17	18
COc1ccc2c(c1)C=C(CN1CCN(C3CCCC3)C(CCO)C1)CO2 (centres undefined)	-1	-1	0.9	1.1	-1.9	2	-6	-8	9
N#CCCN(CCC#N)c1nncs1	-6	-2	1.2	0.1	0.2	9	-12	-6	-8
CCN(CC)S(=O)(=O)c1ccc(N(C)Cc2cccc(OC)c2OC)nc1	4	-1	7.8	0.4	6.8	-13	-5	-3	11
c1ccn2c(c1)nc1c2nc2ccccn21	2	72*	0.0	-0.9	0.4	16	-4	-9	-2
CSCC[C@H](NC(=O)C(C)(C)Oc1ccc(Cl)cc1)c1nc2ccccc2[nH]1	-23	0	-0.2	3.6	-2.2	1	0	-9	2
CCOc1ccccc1-c1nc(-c2cccc(Br)c2)no1	-12	-3	-0.4	1.7	-0.1	3	-10	4	-15
COc1cc(NC(=O)CSc2nnc(NC(C)C)s2)cc(OC)c1OC	-11	0	0.4	1.5	1.5	-8	-22	-8	12
COC(=O)c1c(NC(NC(=O)C(C)C)C(Cl)(Cl)Cl)sc2c1CCC2 (centres undefined)	10	11	-0.4	3.5	-3.6	14	-9	-6	34
Cc1cc(C)c(-c2c(O)c3cccc4c3n(c2=O)CCC4)c(C)c1	-5	-1	-0.2	-1.7	0.2	10	-11	·	19

The last 2 entries of the section before lead into the next:
SMILES	EBV gp42 block	Runt-SMMHC FRET	TRPML3 ag	TNF death inh	TRPN1 ag	PPC-1+TRAIL kill	NCF1 inh	Mdm2 ligase inh	CHOP inh
COC(=O)c1c(NC(NC(=O)C(C)C)C(Cl)(Cl)Cl)sc2c1CCC2 (centres undefined)	10	11	-0.4	3.5	-3.6	14	-9	-6	34
Cc1cc(C)c(-c2c(O)c3cccc4c3n(c2=O)CCC4)c(C)c1	-5	-1	-0.2	-1.7	0.2	10	-11	·	19
CCC(=O)c1ccc(OCC(=O)Nc2nn3cnnc3s2)cc1	-6	-3	0.5	-0.2	0.6	16	-16	1	6
O=C(NNC(=O)[C@H]1CC=CC[C@H]1C(=O)O)c1ccc(Cl)cc1Cl	-1	0	1.1	0.2	1.7	3	-2	-17	4
Cc1nccn1-c1cc(C(C)(C)C)nc2c(-c3ccccc3)cnn12	17	-19	0.2	2.0	-0.7	27	-7	0	80*
CCOC(=O)c1ccc(NC(=O)CCNc2c(N3CCCC3)c(=O)c2=O)cc1	-21	-6	1.3	-0.2	-1.3	13	2	-43	12
Cc1ccc(S(=O)(=O)N2CCOCC2)cc1NC(=O)COC(=O)c1ccc2c(c1)OCO2	-4	-1	-0.2	0.4	1.3	-6	-1	-4	14
O=C(c1nc2nc(-c3ccccc3)cc(C(F)(F)F)n2n1)N1CCCCC1	-17	1	-0.2	-2.1	0.8	-2[5 µM]	-15	-4	-13
COc1ccc(/C=N/NC(=S)NC2CCS(=O)(=O)C2)cc1 (centres undefined)	-5	-1	0.1	3.3	-0.8	12	8	-9	-14
O=C(O)CC12CC3CC(C1)CC(n1ncc(NCC4CCCO4)c(Cl)c1=O)(C3)C2 (centres undefined)	-10	-2	1.2	0.5	0.4	8	-5	-10	9
Cc1cc(/C=N/NC(=O)c2cccs2)c(C)n1-c1cnccn1	-4	0	0.2	-0.2	-1.1	18	3	-20	-27
Cc1ccc(S(=O)(=O)N2CCN(CC(=O)N/N=C\C(Cl)=C\c3ccccc3)CC2)cc1	-4	4	0.4	3.6	0.6	13	-5	·	23
COc1ccc(F)c(CN2CCC(N3CCC(C(=O)N4CCOCC4)CC3)CC2)c1	1	1	0.2	0.7	-0.9	18	-17	-19	25
COCCN1C(=O)c2cc(C(=O)Nc3ccc(OC)c(OC)c3)ccc2C1Nc1ccc(OC)c(OC)c1 (centres undefined)	-8	-1	0.7	-0.5	0.3	5	0	-1	-7
CCOC(=O)N1CCC(N2C(=O)c3ccccc3C2Nc2cc(C(=O)OC)cc(C(=O)OC)c2)CC1 (centres undefined)	-22	1	0.7	-0.7	1.4	4	-8	-9	18
C/C(CC(=O)Nc1ccccc1[N+](=O)[O-])=N\NC(=O)COc1ccccc1C	-7	4	0.1	0.1	-0.8	-17	-9	-20	16
COc1cccc(NC(=O)Nc2cccc(C(=O)O)c2)c1	-14	-1	-0.7	-0.5	-0.3	21	2	-80	76*
COc1ccc(NC(=O)CCCN(C)S(=O)(=O)c2ccc(C)cc2)cc1	-14	3	0.4	0.5	-1.3	5	-8	11	35
O=C(CCN1CCN(Cc2ccccc2)CC1)NNC(=O)Cc1ccc(Cl)c(Cl)c1	-19	3	0.9	2.1	0.0	12	2	-1	60
Cc1ccc(C(=O)Oc2ccccc2N2C(=O)C3CCCCC3C2=O)cc1 (centres undefined)	-5	3	0.0	0.2	-0.2	1	-8	-15	0
Cc1cn(C2CC3OCC3O2)c(=O)[nH]c1=O (centres undefined)	0	0	0.1	-0.5	1.5	17	-2	-18	5
O=C(COC(=O)CNC(=O)c1cccc(F)c1)NCCC1=CCCCC1	-11	1	-0.4	0.2	-1.3	32	-4	-18	-3
Cn1cc(C(=O)C(=O)N2CCCc3ccccc32)c2ccccc21	-7	3	-0.1	-4.9	-1.9	·	-17	-24	-5
CCCCCn1c(SCCN2CCOCC2)nc2c1c(=O)[nH]c(=O)n2C	-7	14	-0.1	0.0	0.9	-1	1	-1	2
Cc1cc(N2CCN(c3ccccn3)CC2)n2cc(-c3ccccc3)nc2n1	-4	-1	0.0	-3.7	-0.1	-13	-2	-10	-22
Cc1noc(C)c1S(=O)(=O)N1CCC(C(=O)NCCC2=CCCCC2)CC1	-12	2	0.2	2.6	-1.1	-7	-7	-17	0
Cc1ccccc1NC(=O)C1C2CCC(O2)C1C(=O)O (centres undefined)	6	-2	0.6	-0.6	0.0	20	13	-6	-6

2 entries from above in a different format.
Below each SMILES – EBV gp42 block, Runt-SMMHC FRET, TRPML3 ag, TNF death inh, TRPN1 ag, PPC-1+TRAIL kill, NCF1 inh, Mdm2 ligase inh, CHOP inh
CCC(=O)c1ccc(OCC(=O)Nc2nn3cnnc3s2)cc1
  -6, -3, 0.5, -0.2, 0.6, 16, -16, 1, 6
O=C(NNC(=O)[C@H]1CC=CC[C@H]1C(=O)O)c1ccc(Cl)cc1Cl
  -1, 0, 1.1, 0.2, 1.7, 3, -2, -17, 4

Remaining list, next part.
SMILES	EBV gp42 block	Runt-SMMHC FRET	TRPML3 ag	TNF death inh	TRPN1 ag	PPC-1+TRAIL kill	NCF1 inh	Mdm2 ligase inh	CHOP inh
Cc1ccc(S(=O)(=O)c2c(COC(=O)c3ccccc3Cl)c(-c3ccccc3)nn2C)cc1	-13	-3	0.9	2.2	-0.3	14	-5	-10	19
Nc1nnc(SCC(=O)NCc2ccc3c(c2)OCO3)s1	-5	-3	1.1	1.0	1.2	20	-14	6	24
O=C(OCC(=O)N1CCc2ccccc21)c1cccc(S(=O)(=O)N2CCCc3ccccc32)c1	-3	-1	0.8	1.5	2.1	14	-15	-9	9
CN(N)c1ccc2c(C(F)(F)F)cc(C(F)(F)F)nc2n1	-8	3	0.8	-0.6	1.4	9	-5	-7	10
CCCCNC(=S)N(C)/N=C/c1ccccc1F	9	110	-0.5	0.8	-1.2	17	-6	11	77*
CCC(C)n1c(=O)c(C(=O)Nc2ccccc2S(N)(=O)=O)c(O)c2ccccc21 (centres undefined)	-21	-6	0.7	0.8	-0.3	-4	-7	-4	48
Nc1ccccc1-c1nnc(SCc2ccccc2F)[nH]c1=O	-7	-4	-0.1	-4.7	-0.4	-8	-13	9	3
CC(=O)Nc1cccc(C(=O)Nc2ccccc2N2CCOCC2)c1	7	-3	0.8	-5.0	0.2	20	-5	-18	7
O=C(Nc1ccc2c(c1)OCO2)c1cc2nc(C3CC3)cc(C(F)(F)F)n2n1	-15	-5	0.5	-1.1	-0.3	19	-12	11	-33
O=C(Nc1ccccc1)c1ccc2c(c1)OCO2	16	5	0.3	-3.6	-0.5	35	4	·	-22
O=C(Nc1ccccc1C(=O)Nc1nncs1)c1ccccc1	-11	-2	2.6	-0.7	6.3	15	-12	-5	11
COc1ccc(CC(=O)N2N=C(C)CC2(O)c2cccnc2)cc1OC (centres undefined)	-25	1	0.1	0.0	1.3	5	-15	·	-13
O=S(=O)(c1ccccc1)c1nc(-c2cccs2)oc1NCC1CCCO1 (centres undefined)	6	-9	-0.3	0.2	-0.2	11	-9	-6	26

Assay outcomes: PubChem BioAssay, several laboratories
